Source: PubChem BioAssay
NOD2-RIPK2 inh – NOD2-RIPK2 binding disruptors in cells, primary screen, fluorescence, CHO cells, BLA complementation; inhibition, % at 4.98 µM; actives 0.38% (n = 360,000); CCF4 ratio; Receptor-interacting serine/threonine-protein kinase 2 (Homo sapiens), O43353; in the data active = inhibition above about 21%;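 also: 0% = vehicle only and 100% = reference blocker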
NCOA2 inhibitor – inhibition of GAL4-SRC2 driven luciferase reporter, primary screen, SRC2 inhibitor project, cell-based, luminescence; Nuclear receptor coactivator 2 (Homo sapiens), Q15596; actives 0.17% (n = 370,000); HEK293 GAL4-SRC2 luciferase reporter; inhibition, % at 9 µM;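 active = inhibition above the mean inhibition of all tested compounds plus 3 SD, set per campaign, cut at about 52% in these data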;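 also: 0% = DMSO treated cells and 100% = cells given Gossypol at 36 µM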
NR2F2 inh – NR2F2 transcriptional activity inhibitors, primary screen, cell-based, luciferase reporter, HEK293T, luminescence; AID 686940, 2013; actives 0.7% (n = 370,000); HEK293T NGFI-A luciferase reporter; inhibition, % at 8.6 µM;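 active = inhibition above a per-plate cutoff, mean inhibition of test wells between control levels plus 3 SD, cut at about 38% in these data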;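 also: cells cotransfected with COUP-TFII expression vector driving the NGFI-A reporter; 0% = median of COUP-TF2 test wells and 100% = reporter-only cells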
SRC1 inh – SRC1 coactivator transcriptional activity inhibitors, primary screen, cell-based, luminescence | HEK293 GAL4-SRC1 luciferase reporter | actives 0.12% (n = 360,000) | inhibition, % at 3.6 µM | AID 588354, 2011 | Nuclear receptor coactivator 1 (Homo sapiens), Q15788;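 active = inhibition above the campaign mean plus 3 SD, with each screening campaign given its own cutoff, cut at about 60% in these data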;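 also: 0% = DMSO treated cells and 100% = gossypol at 36 µM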
MC4R ag barr – MC4R agonists recruiting beta-arrestin, primary screen, cell-based, luminescence, agonist arm of biased-ligand search. U2OS MC4R beta-arrestin complementation; percent of melanotan II response, DMSO zero. activation, % at 8.9 µM. actives 0.98% (n = 360,000);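 active = activation above a per-plate cutoff, the mean activation of sample wells on that plate plus 3 SD, cut at about 8% in these data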
TLR9-MyD88 inh – inhibitors of TLR9-MyD88 association in cells, primary screen, cell-based, CHO, BLA complementation, fluorescence. CCF4 FRET ratio. actives 0.21% (n = 340,000). Toll-like receptor 9 (Homo sapiens) + Myeloid differentiation primary response protein …. inhibition, % at 4.98 µM;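 active = inhibition above the mean over all tested compounds plus 3 SD, cut at about 21% in these data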;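 also: 0% = DMSO only wells and 100% = clavulanate BLA inhibitor control wells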
ABHD5 PLIN5 PPI – ABHD5-PLIN5 interaction inhibitors, primary screen, cell lysate, split luciferase complementation, luminescence; Split G. princeps luciferase complementation, 4 h; inhibition, % at 4 µM; actives 0.78% (n = 360,000);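 active = inhibition above the mean inhibition across every tested compound plus 3 SD, cut at about 22% in these data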;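 also: 0% = DMSO only wells and the 100% control is not disclosed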
SRC3 inh – SRC3 coactivator transcriptional activity inhibitors, primary screen, cell-based, luminescence; Nuclear receptor coactivator 3 (Homo sapiens), Q9Y6Q9; HEK293 GAL4-SRC3 luciferase reporter; inhibition, % at 3.6 µM; actives 0.17% (n = 360,000); AID 588352, 2011;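 active = inhibition above a per-campaign cutoff, the mean of all compounds plus 3 SD, cut at about 60% in these data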;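 also: 0% = DMSO-treated cells and 100% = gossypol-treated cells at 36 µM; higher means less SRC3-driven luciferase light from the GAL4 reporter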
Target sequence (Q9Y6Q9 whole entry, looked up, the tested form may be a part): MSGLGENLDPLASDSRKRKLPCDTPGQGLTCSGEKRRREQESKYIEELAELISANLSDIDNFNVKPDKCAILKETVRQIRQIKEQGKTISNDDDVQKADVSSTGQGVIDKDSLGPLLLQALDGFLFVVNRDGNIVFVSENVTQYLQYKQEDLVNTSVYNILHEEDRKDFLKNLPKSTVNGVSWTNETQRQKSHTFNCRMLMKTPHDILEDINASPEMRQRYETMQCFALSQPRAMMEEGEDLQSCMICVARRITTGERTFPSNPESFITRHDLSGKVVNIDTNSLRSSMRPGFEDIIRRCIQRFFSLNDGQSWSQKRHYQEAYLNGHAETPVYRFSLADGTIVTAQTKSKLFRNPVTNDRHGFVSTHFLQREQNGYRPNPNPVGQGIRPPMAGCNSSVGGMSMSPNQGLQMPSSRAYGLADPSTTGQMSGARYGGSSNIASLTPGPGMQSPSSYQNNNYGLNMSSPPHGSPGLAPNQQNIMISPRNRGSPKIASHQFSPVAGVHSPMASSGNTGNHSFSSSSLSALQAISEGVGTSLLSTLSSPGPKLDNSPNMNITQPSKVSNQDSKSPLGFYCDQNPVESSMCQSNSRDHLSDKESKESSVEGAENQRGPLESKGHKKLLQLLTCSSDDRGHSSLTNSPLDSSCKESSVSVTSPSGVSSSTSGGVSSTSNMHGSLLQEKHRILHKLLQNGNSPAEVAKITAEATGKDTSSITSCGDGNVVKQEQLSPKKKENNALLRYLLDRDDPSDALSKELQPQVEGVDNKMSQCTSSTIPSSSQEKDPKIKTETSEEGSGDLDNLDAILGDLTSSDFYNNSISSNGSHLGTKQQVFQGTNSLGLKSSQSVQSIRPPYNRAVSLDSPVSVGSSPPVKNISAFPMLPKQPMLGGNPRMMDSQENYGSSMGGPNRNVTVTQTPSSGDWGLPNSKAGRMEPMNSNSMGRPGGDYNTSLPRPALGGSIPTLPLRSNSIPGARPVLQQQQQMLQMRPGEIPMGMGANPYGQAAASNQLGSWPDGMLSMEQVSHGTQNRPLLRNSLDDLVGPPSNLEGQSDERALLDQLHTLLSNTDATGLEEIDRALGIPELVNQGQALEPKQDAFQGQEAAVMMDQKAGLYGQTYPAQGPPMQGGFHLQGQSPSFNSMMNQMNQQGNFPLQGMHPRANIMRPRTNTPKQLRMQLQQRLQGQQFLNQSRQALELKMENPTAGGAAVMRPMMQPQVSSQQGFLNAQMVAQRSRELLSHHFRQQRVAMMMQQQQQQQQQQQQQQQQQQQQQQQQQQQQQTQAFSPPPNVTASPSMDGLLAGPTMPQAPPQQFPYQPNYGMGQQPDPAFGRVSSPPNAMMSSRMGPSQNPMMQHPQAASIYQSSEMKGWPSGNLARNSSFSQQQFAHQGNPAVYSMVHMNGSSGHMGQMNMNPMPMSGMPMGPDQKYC
MC4R antagonist – MC4R antagonists of cAMP signaling, primary screen, cell-based, TR-FRET, antagonist arm of biased-ligand search | Melanocortin receptor 4 (Homo sapiens), P32245 | MC4R-expressing cells, MTII-stimulated cAMP, LANCE TR-FRET | inhibition, % at 6.5 µM | actives 0.48% (n = 360,000);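 active = inhibition above its plate's cutoff, the mean of tested wells on that plate plus 3 SD, cut at about 29% in these data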;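 also: 0% = Melanotan II alone and 100% = Melanotan II plus saturating MCL0020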
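Material: human MC4R-expressing U2OS cells. Probe or stimulus: Melanotan II challenge. Dosing: 6.5 µM single dose. Times: 30-min compound, 1-h challenge, 1-h detection, room temperature. Technique: TR-FRET with Eu-cAMP and labeled anti-cAMP, 671 nm. Replication: singlicate.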
LMP1 NFkB inh – EBV LMP1-driven NF-kappaB luciferase reporter inhibitors, primary screen, cell-based, luminescence, single point; LMP1-induced NF-kappaB luciferase reporter cells; inhibition, % at 12.5 µM; actives 0.69% (n = 350,000); AID 504558, 2011; in the data active = inhibition above about 41%;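 also: 0% = neutral control wells and 100% = reference inhibitor control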
NR5A2 inv ag – LRH-1 (NR5A2) inverse agonists, primary screen, cell-based, luminescence, HEK293T, StAR-luciferase reporter | LRH-1 transfected, 24 h | actives 0.13% (n = 360,000) | inhibition, % at 3.6 µM | Nuclear receptor subfamily 5 group A member 2 (Homo sapiens), O00482;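 active = inhibition above the mean inhibition of all tested compounds plus 3 SD, cut at about 73% in these data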;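 also: 0% = DMSO wells and 100% = reporter-only cells lacking LRH-1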
Active calls of the source: *; x = not tested or not shown. A portion of the library; the hit share may differ from the screen's.

NOD2-RIPK2 inh	NCOA2 inhibitor	NR2F2 inh	SRC1 inh	MC4R ag barr	TLR9-MyD88 inh	ABHD5 PLIN5 PPI	SRC3 inh	MC4R antagonist	LMP1 NFkB inh	NR5A2 inv ag	structure
-4	4	-2	-76	0.1	2	7	-2	-2	-4	5	CCN1CCN(C(=O)c2c(-c3ccccc3)noc2C)CC1
3	-12	4	-7	1.1	3	-2	5	-2	-6	4	CCOC(=O)c1c(C)n(C)c2ccc(O)c(CN(CC)CC)c12
-6	-9	-13	2	-2.9	10	-4	11	-3	1	-14	Cc1nn(Cc2ccccc2)c(Cl)c1C(=O)NCc1ccco1
-14	25	3	-1	-0.1	2	-1	4	7	-5	16	Cc1csc(NC(=O)c2c(-c3c(F)cccc3Cl)noc2C)n1
-8	-6	5	-31	-3.8	-2	1	0	2	-9	-3	O=C(NCCC1CCCCN1S(=O)(=O)c1cccs1)C(=O)Nc1ccccc1 (stereo not given)
0	-12	4	-13	-0.8	2	-3	25	0	-12	3	Cc1nn(C(=O)CNC(=O)c2ccccc2)c(C)c1C
-10	-11	7	-26	5.2	-6	-10	4	9	20	3	O=C(c1ccc2c(=O)n(C3CCCC3)c(=S)[nH]c2c1)N1CCCCCC1
35*	-22	-10	-3	0.5	45*	-5	-17	8	-13	-4	CN(C)c1ccc(/C=C/c2nc3ccccc3c(=O)n2CCO)cc1
-1	1	0	23	-2.6	2	-8	19	-4	8	4	Nc1ncnc(NC2CCS(=O)(=O)C2)c1[N+](=O)[O-] (stereo not given)
6	-4	-5	-2	-2.7	-2	3	3	-1	-13	4	COc1ccc(C(CNC(=O)c2cncc(Br)c2)N(C)C)cc1 (stereo not given)
-8	-4	-7	8	1.9	-12	14	15	9	3	16	COc1ccc(CN(C)C(=O)CSc2nnc(C3CC3)n2C2CC2)cc1
0	16	-2	-5	0.7	3	-8	14	28	1	-1	CC(C)Oc1cc(NC(=O)CS(=O)(=O)CC(=O)N(C)C)c(Cl)cc1Cl
-1	-24	6	12	-1.9	3	5	5	-2	-20	9	Cc1ccc([N+](=O)[O-])c(OCCN2CCCCCC2)c1
-9	-13	-4	-5	-0.1	x	-5	-7	-4	x	13	COc1ccc(CC(N)c2csc(NC(=O)Nc3cc(OC)ccc3OC)n2)cc1 (stereo not given)
-12	3	1	-12	1.1	-2	3	-11	7	4	1	CCc1ccc(N(CC(=O)NC2CCCCC2)C(=O)CNC(=O)c2ccco2)cc1
-6	-14	0	10	-1.9	3	-9	11	4	9	16	Cc1cc(N2CCN(C3CCCCC3)CC2)n2nc(C)nc2n1
-7	-11	24	-7	0.6	3	-5	21	6	2	-17	CS(=O)(=O)N1CCC(C(=O)NCCC2=CCCCC2)CC1
4	x	x	3	0.9	9	6	-12	7	0	-9	O=C(Nc1nc2c(Br)cccc2s1)C1CC1
-7	-3	20	14	2.2	0	10	12	1	2	13	CCOc1ccc(/C=N/NC(=O)CC(=O)NCc2ccccc2)cc1
2	-9	5	-4	1.4	-5	1	-7	13	1	-1	CN(C)c1ccc(C(CNC(=O)c2ccccc2Br)c2c[nH]c3ccccc23)cc1 (stereo not given)
2	-4	2	16	0.3	-9	2	-1	-1	2	1	CCOC(=O)NC1C=CS(=O)(=O)C1 (stereo not given)
-12	-38	-2	-10	-0.1	-2	6	8	-3	-11	-3	COc1ccc(OCc2cc(C(=O)N(C)C3CCOC3)no2)c(Cl)c1 (stereo not given)
-8	x	x	-9	49*	7	-2	-8	3	-3	-13	COc1cc(/C=C(\C#N)c2nc3ccccc3s2)ccc1OCC(=O)Nc1ccccc1
2	-21	8	-8	-0.5	9	0	-15	-4	1	10	Cc1cc(NC(=O)Cn2nc(C(F)(F)F)c3c2CCC3)no1
-17	18	-3	8	0.3	3	4	6	6	0	8	CSCCC(NC(=O)c1ccc(Cl)cc1)C(=O)OCC(=O)Nc1ccc(C#N)cc1 (stereo not given)
-8	3	-20	9	-0.6	10	1	-5	3	-6	12	CC(=O)Nc1ccc(OCC(O)CN2CCN(S(=O)(=O)c3ccc(NC(C)=O)cc3)CC2)cc1 (stereo not given)
1	-18	-16	-61	-2.3	-18	-7	-39	4	-21	-39	Cn1cccc1C(=O)C(=O)Nc1ccccc1C(F)(F)F
11	-15	5	-2	1.3	-7	2	10	17	-11	-7	COc1cc(C)c(CN2CCC(n3nccc3NC(=O)C3CCOC3)CC2)cc1C (stereo not given)
-1	8	-15	6	0.0	1	4	-15	1	2	25	CCc1ccc(NC(=O)CN2CCCN(S(=O)(=O)c3ccc(F)cc3)CC2)cc1
-12	-23	-18	-8	2.2	-8	-3	-11	6	4	-9	COC(=O)c1cn(CC(=O)NC2CCCCC2)c2ccccc12

Three entries from above, with two lines to a compound.
Value order – NOD2-RIPK2 inh	NCOA2 inhibitor	NR2F2 inh	SRC1 inh	MC4R ag barr	TLR9-MyD88 inh	ABHD5 PLIN5 PPI	SRC3 inh	MC4R antagonist	LMP1 NFkB inh	NR5A2 inv ag
COc1cc(C)c(CN2CCC(n3nccc3NC(=O)C3CCOC3)CC2)cc1C (stereo not given)
→ 11	-15	5	-2	1.3	-7	2	10	17	-11	-7
CCc1ccc(NC(=O)CN2CCCN(S(=O)(=O)c3ccc(F)cc3)CC2)cc1
→ -1	8	-15	6	0.0	1	4	-15	1	2	25
COC(=O)c1cn(CC(=O)NC2CCCCC2)c2ccccc12
→ -12	-23	-18	-8	2.2	-8	-3	-11	6	4	-9

The results go on:
NOD2-RIPK2 inh	NCOA2 inhibitor	NR2F2 inh	SRC1 inh	MC4R ag barr	TLR9-MyD88 inh	ABHD5 PLIN5 PPI	SRC3 inh	MC4R antagonist	LMP1 NFkB inh	NR5A2 inv ag	structure
-4	-5	-3	-3	0.0	-4	-4	-14	6	3	-43	COCC(C)NC(=O)/C=C/c1ccc(OC)cc1 (stereo not given)
3	-13	-14	-11	-1.6	-3	1	1	-2	7	9	CC(C)(C)NC(=O)Cn1nnc(-c2ccccc2NC(=O)c2cnccn2)n1
5	-9	14	16	2.5	-5	3	9	0	-11	7	Cc1cc(C(F)F)n2nc(C(=O)O)nc2n1
-1	16	11	2	-0.6	4	4	-6	4	-7	-6	CC(C)[C@@H](C(=O)N[C@@H](C(=O)O)c1ccccc1)N1C(=O)N2CCc3c([nH]c4ccccc34)[C@@]2(C)C1=O
-9	-7	10	-2	-0.3	-7	4	17	4	1	8	CN(c1ccc(C(=O)NCc2ccncc2)cc1)S(C)(=O)=O
1	2	9	2	-3.4	3	0	21	3	-7	12	COCCNC(=S)Nc1ccccn1
5	4	7	-5	-0.5	-3	-3	-13	6	-10	17	COc1ccc2[nH]c(C)c(CCN(Cc3cccs3)C(=S)Nc3ccccc3)c2c1
10	8	17	-2	0.6	-7	2	27	-3	10	-6	COc1ccccc1CC(=O)N1CCN(c2cccc(C(F)(F)F)c2)CC1
-3	-11	9	8	0.9	0	-5	-2	3	-15	10	O=C(c1cc(C2CC2)nc2ccc(Br)cc12)N1N=C(C(F)F)CC1(O)C(F)F (stereo not given)
2	2	2	-3	2.0	1	9	5	14	-3	-8	CSc1nc2cc(S(=O)(=O)N3CCOCC3)ccc2s1
-9	8	17	-17	1.0	2	0	-26	-2	-2	6	CC1(C)NC(=O)N(CC(=O)N2CCN(S(=O)(=O)c3ccccc3C(F)(F)F)CC2)C1=O
-8	-5	16	-27	2.3	8	-8	-29	-2	3	0	COc1ccc(N(C)C(=O)Cc2c(C(=O)O)[nH]c3ccccc23)c(OC)c1
5	-33	-13	-8	-1.4	7	-2	-18	0	-3	-8	O=C(CSCC(=O)Nc1ccc2ccccc2c1)NCc1ccccc1
3	4	13	3	-0.9	-9	0	18	1	4	-29	Cn1nnnc1SCCNCc1ccccc1OCc1ccc(Cl)cc1
8	4	13	-22	-2.4	-12	6	1	4	0	-3	Cc1ccc(S(=O)(=O)NCCC(=O)NCC(c2cccs2)N(C)C)cc1 (stereo not given)
-4	5	-7	-6	-1.3	-9	1	4	-4	5	-5	O=[N+]([O-])c1cc(S(=O)(=O)N2CCCC2)ccc1N/N=C/c1ccncc1
-2	-8	-23	-2	-4.6	4	5	0	11	5	-12	CC1(C)Cc2nc3nc(SCC(=O)Nc4ccccc4)nc(N)c3cc2CO1
-1	5	3	-14	1.6	-3	9	-1	-4	-4	3	COc1ccccc1CC(=O)N1CCCC(CCC(=O)NCc2ccccc2F)C1 (stereo not given)
-7	18	-15	10	0.9	-10	7	0	1	-14	16	NC(c1ccncc1)c1ccc(Cl)cc1 (stereo not given)
-3	9	1	-8	0.9	2	-2	8	0	6	2	COc1cc(NC(=O)C2CC(c3cccc(OC)c3OC)=NO2)cc(OC)c1OC (stereo not given)
-9	-5	6	9	-1.2	-4	-1	7	1	4	-2	CCOC(=O)c1cc2c(=O)n3ccccc3nc2n(Cc2ccc(Cl)cc2)c1=N
1	-21	-7	-7	-1.4	5	0	-9	13	-6	-13	O=C(NCC1CCCN(C(=O)c2cscn2)C1)c1ccccc1Cl (stereo not given)
-4	-42	-7	-6	0.7	-9	-4	-9	6	-6	-20	CCCCC(=O)N/N=C(C)/C=C/c1ccccc1F
17	1	5	3	1.1	0	-4	-11	29*	-5	-3	C[C@@H]1CN([C@@H](C)CO)C(=O)CCCn2nncc2CO[C@H]1CN(C)Cc1cccnc1
-15	-6	-8	-2	-1.2	-7	2	-37	0	-6	10	CCN(CC)c1ccc(CN(C(=O)c2cc(OC)c(OC)c(OC)c2)C2CCS(=O)(=O)C2)cc1 (stereo not given)
2	-7	13	-6	3.4	-6	-8	3	4	0	7	CC(C)Oc1ccc(CNCCC2(C(C)C)CCOC(C)(C)C2)cc1 (stereo not given)
2	-33	12	-6	-2.3	5	2	14	2	-7	12	COc1cccc(/C=N/NC(=O)CCc2n[nH]c(=O)[nH]c2=O)c1O
-9	-30	7	x	x	x	-2	x	x	x	22	COC(=O)C[C@@H]1CC[C@@H](NS(=O)(=O)c2ccccc2OC)[C@@H](CO)O1
-3	5	-2	-10	-2.1	-1	1	9	21	8	-3	CC1CCCC(C)N1C(=O)COC(=O)C(Cc1ccccc1)NC(=O)c1cccs1 (stereo not given)
